human PMI inhibition = inhibitors of human PMI, primary screen, biochemical, fluorescence intensity, coupled assay (AID 1209); purified PMI enzyme, coupled fluorescence intensity; higher % means a stronger effect; inhibition, % at 20 µM, or IC50 in µM where a hit was titrated; 0.42% of 190,000 active;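 note: plate controls were DMSO vehicle for no effect and wells lacking substrate for full effect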
Yfh1-depleted yeast = mitochondrial function rescue without frataxin homolog – Friedreich's ataxia, plus single-dose screen, dose response (AID 1465); 0.074% of 220,000 active; one-dose fold induction at 50 µM; EC50 in µM for titrated hits; S. cerevisiae Yfh1-off respiration, WST-1 reduction, 72 h; higher fold induction means a stronger effect;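 active = fold induction of absorbance versus untreated yeast above a set limit, then at least 30% activation at any dose in follow-up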;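 note: activators that raise dye reduction in frataxin-depleted yeast; strong numbers were not always called active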
Autophagy mod = alters autophagy in cells. MEF GFP-LC3 puncta imaging; test concentration mostly 10 µM. calls only at 10 µM (by protocol). 0.98% of 190,000 active. AID 463193;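 active = percentage of spot-positive cells more than 3 SD above its plate mean, without a fluorescence outlier flag or 80% toxicity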;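 note: spot-positive cell cutoff set from DMSO-treated cells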
MT stabilizer = microtubule stabilization, imaging screen; HeLa tubulin immunostaining HCS, 24 h; share of cells brighter than vehicle mean+2SD; % tubulin-high responders, % at 10 µM; 0.83% of 200,000 active;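 active = plate Z-score above 3 for both tubulin-high and condensed-nucleus cell shares, with cell loss under 80%, at 10 µM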;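 note: anti alpha tubulin signal scored within the nucleus-defined area of each cell; some results filed as inactive read as strong as hits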
Dynein cargo inh = dynein cargo transport inhibition; 3617.4 mouse cells, GR-EGFP nuclear translocation imaging; test concentration mostly 20 µM; stimulated with dexamethasone, 1 µM; hits give low values; z-score, hits read low; 0.47% of 220,000 active;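 active = plate z-score of nuclear minus cytoplasmic receptor signal below a set negative limit, without overly bright fluorescence or cell loss, cut at about -3.5 in these data, passing the limit was not always enough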;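 note: z-score of nuclear minus cytoplasmic ring GR-EGFP intensity difference per well; some compounds called inactive have numbers as strong as hits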
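medium = tetracycline-free induction medium containing charcoal-stripped FBS | also added = 1.0 µM final dexamethasone stimulus | schedule = 48 h induction, 1 h compound, 30 min dex at 37 °C | technique = fixed, Hoechst-stained cells imaged at 10x for EGFP | measure = GR-EGFP nuclear translocation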
human PMI inhibitors = human PMI inhibitors, high substrate, primary screen, biochemical, fluorescence intensity, high mannose 6-phosphate (AID 1220). recombinant PMI enzyme, coupled fluorescence intensity; higher % means a stronger effect. inhibition, % at 20 µM, or IC50 in µM where a hit was titrated. 0.66% of 190,000 active
WT yeast gro inh = growth inhibition of WT yeast, mitochondrial fusion screen; mitochondrial fusion phenotypic screen, WT strain; inhibition, % at 10 µM; 2.1% of 190,000 active; AID 1362; in the data active = inhibition above about 58%; tested in S. cerevisiae
bCat nuc transl = modulators of beta-catenin nuclear translocation; HeLa beta-catenin nuclear translocation, immunofluorescence imaging; nuclear translocation activity, % at 5 µM; 0.3% of 190,000 active;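 active = nuclear translocation activity above 50% at 5 µM, with a well cell count of 50 or more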;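 note: per-cell ratio of nuclear to cytoplasmic median beta-catenin stain intensity; plate controls were DMSO negative control for no effect and GSK-3 inhibitor IX positive control for full effect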
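Signal – beta-catenin immunofluorescence imaging with DAPI · Test system – human HeLa cell line · Dosing – 5 µM primary single dose, 0.1% DMSO, 0.02–20 µM confirmation series · Measure – % activation, nuclear-to-cytoplasmic median beta-catenin signal ratio per cell · Incubation – 24 h compound exposure at 37°C, 5% CO2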
Insulin prom up = MIN6 insulin promoter up-regulation. MIN6 insulin promoter-GFP reporter, high-content imaging; hits give high values. z-score at 5 µM. 0.3% of 190,000 active. AID 1625;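 active = z-score above 3 at 5 µM with at least 500 cells counted in the well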
WT yeast gro inh mutant strain = second read-out of WT yeast gro inh, no call of its own (marks repeat the call); inhibition, %; mitochondrial fusion phenotypic screen, mutant strain inhibition
Dynein cargo inh cytoplasmic EGFP = second read-out of Dynein cargo inh, no call of its own (marks repeat the call); z-score; measured here: cytoplasmic GR-EGFP intensity; hits give high values
Dynein cargo inh nuclear GR-EGFP = further read-out of Dynein cargo inh, marked with its call; z-score; measured here: nuclear GR-EGFP intensity;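 lower value marks the stronger effect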
Dynein cargo inh cell count = recorded beside Dynein cargo inh, whose call it bears; z-score; measured here: cell count per field
Insulin prom up cell count = also measured in Insulin prom up; calls as there; cell count; measured here: cytotoxicity, nuclei count;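 total cells summed across four imaged fields per well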
bCat nuc transl cell count 5 µM = further read-out of bCat nuc transl, marked with its call; cell count; measured here: cell count, cytotoxicity flag
MT stabilizer Hoechst-high % = also measured in MT stabilizer; calls as there; % Hoechst-high responders; measured here: nuclear condensation Hoechst responders;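 share of cells brighter than vehicle mean plus two SD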
MT stabilizer cytotoxicity % = recorded beside MT stabilizer, whose call it bears; toxicity, %; measured here: cytotoxicity by cell density;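 0% = mean cell density of plate MIN control wells and 100% = no cells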
Autophagy mod cell loss 18 h = also measured in Autophagy mod; calls as there; toxicity, %; measured here: cell loss, nuclei count;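 cell loss after 18 h compound exposure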
* hit, by the source's call. Cut-off read from the data, not from the text of the source, unless noted: active = inhibition above about 50%; inactive = the rest. An excerpt (hit frequency here may not be typical).

For COC(=O)CC1(CC(=O)OC)C(=O)NC(=O)NC1=O the results were human PMI inhibition 3.1%, Yfh1-depleted yeast inactive, Autophagy mod inactive, MT stabilizer 5.5, Dynein cargo inh 0.435, human PMI inhibitors 5.3%, WT yeast gro inh 13.4, bCat nuc transl -3.8, Insulin prom up 0.28, WT yeast gro inh mutant strain 4.2, Dynein cargo inh cytoplasmic EGFP -0.183, Dynein cargo inh nuclear GR-EGFP 0.607, Dynein cargo inh cell count -0.525, Insulin prom up cell count 1186, bCat nuc transl cell count 5 µM 968, MT stabilizer Hoechst-high % 3.3, MT stabilizer cytotoxicity % 8.0 and Autophagy mod cell loss 18 h -8.0.
Screening CC(=O)Nc1ccc2c(c1)CC1(C(=O)N(C)C(=O)N(C)C1=O)C1CCCN21 (stereo not drawn) returned human PMI inhibition -19.9%, Yfh1-depleted yeast inactive, Autophagy mod inactive, MT stabilizer 2.1, Dynein cargo inh 0.776, human PMI inhibitors 12.5%, WT yeast gro inh -4.5, bCat nuc transl -1.1, Insulin prom up 0.34, WT yeast gro inh mutant strain -1.7, Dynein cargo inh cytoplasmic EGFP -0.158, Dynein cargo inh nuclear GR-EGFP 0.572, Dynein cargo inh cell count -1.14, Insulin prom up cell count 927, bCat nuc transl cell count 5 µM 1125, MT stabilizer Hoechst-high % 2.3, MT stabilizer cytotoxicity % 8.2 and Autophagy mod cell loss 18 h -16.0.
Screening COC(=O)[C@]1(C)C[C@H]1[C@H](NP(=O)(c1ccccc1)c1ccccc1)c1ccccc1 returned human PMI inhibition -8.0%, Yfh1-depleted yeast inactive, Autophagy mod inactive, MT stabilizer 3.7, Dynein cargo inh -0.0965, human PMI inhibitors -4.3%, WT yeast gro inh 7.1, WT yeast gro inh mutant strain -9.5, Dynein cargo inh cytoplasmic EGFP 0.392, Dynein cargo inh nuclear GR-EGFP 0.335, Dynein cargo inh cell count 0.784, MT stabilizer Hoechst-high % 3.8, MT stabilizer cytotoxicity % 12.0 and Autophagy mod cell loss 18 h 14.9.
Screening CCN(CC)c1ccc(/C=C/[N+](=O)[O-])cc1 returned human PMI inhibition 4.1%, Yfh1-depleted yeast inactive, Autophagy mod inactive, MT stabilizer 1.8, Dynein cargo inh -4.24*, human PMI inhibitors 12.2%, WT yeast gro inh 38.3, bCat nuc transl -2.8, Insulin prom up 0.4, WT yeast gro inh mutant strain -3.2, Dynein cargo inh cytoplasmic EGFP 3.44*, Dynein cargo inh nuclear GR-EGFP -1.19*, Dynein cargo inh cell count -0.222*, Insulin prom up cell count 1319, bCat nuc transl cell count 5 µM 1131, MT stabilizer Hoechst-high % 2.3, MT stabilizer cytotoxicity % 0.0 and Autophagy mod cell loss 18 h -6.2.
Screening Cc1ccc(CN2CCN(Cc3ccccc3)CC2)cc1 returned human PMI inhibition 5.2%, Yfh1-depleted yeast inactive, Autophagy mod inactive, MT stabilizer 1.8, Dynein cargo inh -0.974, human PMI inhibitors 1.2%, WT yeast gro inh 3.8, bCat nuc transl -0.8, Insulin prom up -0.03, WT yeast gro inh mutant strain 5.5, Dynein cargo inh cytoplasmic EGFP -0.275, Dynein cargo inh nuclear GR-EGFP -0.546, Dynein cargo inh cell count 0.242, Insulin prom up cell count 1477, bCat nuc transl cell count 5 µM 1094, MT stabilizer Hoechst-high % 2.1, MT stabilizer cytotoxicity % 9.0 and Autophagy mod cell loss 18 h 18.9.
`CCNC(=S)NCCC1=c2ccccc2=N/C1=C\c1c(O)n(C)c(=O)n(C)c1=O` gave Yfh1-depleted yeast inactive, Dynein cargo inh -0.68, bCat nuc transl -4.2, Insulin prom up 0.54, Dynein cargo inh cytoplasmic EGFP -0.192, Dynein cargo inh nuclear GR-EGFP -0.328, Dynein cargo inh cell count 0.156, Insulin prom up cell count 1405 and bCat nuc transl cell count 5 µM 1235.
For CCOc1ccc(CC2(CCc3ccncc3)C(=O)NC(=O)NC2=O)cc1 the results were human PMI inhibition 3.2%, Yfh1-depleted yeast inactive, Autophagy mod inactive, MT stabilizer 1.0, Dynein cargo inh -0.274, human PMI inhibitors -1.3%, WT yeast gro inh -9.6, bCat nuc transl -0.3, Insulin prom up -0.24, WT yeast gro inh mutant strain -15.1, Dynein cargo inh cytoplasmic EGFP -0.0913, Dynein cargo inh nuclear GR-EGFP 0.234, Dynein cargo inh cell count 0.639, Insulin prom up cell count 1440, bCat nuc transl cell count 5 µM 947, MT stabilizer Hoechst-high % 0.7, MT stabilizer cytotoxicity % 1.2 and Autophagy mod cell loss 18 h -1.3.
`O=C(Nc1ccccc1)c1c(O)c2c(n(Cc3ccco3)c1=O)CCCC2` gave Yfh1-depleted yeast inactive, Dynein cargo inh 1.1, bCat nuc transl 0.9, Insulin prom up 0, Dynein cargo inh cytoplasmic EGFP -0.23, Dynein cargo inh nuclear GR-EGFP 1.04, Dynein cargo inh cell count -0.284, Insulin prom up cell count 970 and bCat nuc transl cell count 5 µM 1375.
Screening O=C1NC(=O)[C@]2(Cc3ccccc3N3CCN(c4ccccc4)CC32)C(=O)N1Cc1ccccc1 (stereo partly drawn) returned human PMI inhibition -62.6%, Yfh1-depleted yeast inactive, Autophagy mod inactive, MT stabilizer 4.6, Dynein cargo inh -0.513, human PMI inhibitors -109.3%, WT yeast gro inh 43.0, bCat nuc transl -4.5, Insulin prom up 0.17, WT yeast gro inh mutant strain 56.4, Dynein cargo inh cytoplasmic EGFP -0.24, Dynein cargo inh nuclear GR-EGFP -0.05, Dynein cargo inh cell count 0.568, Insulin prom up cell count 1042, bCat nuc transl cell count 5 µM 940, MT stabilizer Hoechst-high % 2.2, MT stabilizer cytotoxicity % 8.4 and Autophagy mod cell loss 18 h 9.4.
For O=C(c1cc(-c2ccncc2)nc2ccccc12)N1CCC2(CC1)OCCO2 the results were human PMI inhibition 2.2%, Autophagy mod inactive, MT stabilizer 3.1, Dynein cargo inh 0.0202, human PMI inhibitors -3.3%, WT yeast gro inh 24.2, bCat nuc transl -3.5, Insulin prom up -0.48, WT yeast gro inh mutant strain 20.9, Dynein cargo inh cytoplasmic EGFP -0.36, Dynein cargo inh nuclear GR-EGFP -0.118, Dynein cargo inh cell count 0.0201, Insulin prom up cell count 1509, bCat nuc transl cell count 5 µM 938, MT stabilizer Hoechst-high % 1.5, MT stabilizer cytotoxicity % 6.2 and Autophagy mod cell loss 18 h 4.7.
`Cn1c(O)c(C(=NCCN2CCCCC2)c2ccccc2Cl)c(=O)n(C)c1=O` gave human PMI inhibition -5.5%, Yfh1-depleted yeast inactive, Autophagy mod inactive, MT stabilizer 1.4, Dynein cargo inh 0.987, human PMI inhibitors 5.2%, WT yeast gro inh 8.8, bCat nuc transl -6.5, Insulin prom up -0.55, WT yeast gro inh mutant strain -0.5, Dynein cargo inh cytoplasmic EGFP -0.197, Dynein cargo inh nuclear GR-EGFP 1.14, Dynein cargo inh cell count -0.455, Insulin prom up cell count 1165, bCat nuc transl cell count 5 µM 984, MT stabilizer Hoechst-high % 3.0, MT stabilizer cytotoxicity % 12.2 and Autophagy mod cell loss 18 h -4.8.
O=C(O)c1cccc2c1NC(C(=O)O)C1CC(Sc3ccccc3[N+](=O)[O-])C(Cl)C21 (stereo not drawn) was read as human PMI inhibition -17.1%, Yfh1-depleted yeast inactive, Autophagy mod inactive, MT stabilizer 2.6, Dynein cargo inh -0.615, human PMI inhibitors -33.6%, WT yeast gro inh 7.6, bCat nuc transl -3.4, Insulin prom up 0.19, WT yeast gro inh mutant strain 16.6, Dynein cargo inh cytoplasmic EGFP -0.163, Dynein cargo inh nuclear GR-EGFP -0.143, Dynein cargo inh cell count 0.683, Insulin prom up cell count 1391, bCat nuc transl cell count 5 µM 1000, MT stabilizer Hoechst-high % 1.6, MT stabilizer cytotoxicity % 0.0 and Autophagy mod cell loss 18 h -9.3.
For Cc1cc(OCc2ccc([N+](=O)[O-])cc2)c2c3c(c(=O)oc2c1)CCCC3 the results were human PMI inhibition -11.7%, Autophagy mod inactive, MT stabilizer 1.4, Dynein cargo inh 0.138, human PMI inhibitors -1.7%, WT yeast gro inh 17.0, bCat nuc transl 1.3, Insulin prom up -0.22, WT yeast gro inh mutant strain 0.1, Dynein cargo inh cytoplasmic EGFP -0.172, Dynein cargo inh nuclear GR-EGFP -0.0796, Dynein cargo inh cell count -0.264, Insulin prom up cell count 1606, bCat nuc transl cell count 5 µM 1287, MT stabilizer Hoechst-high % 1.1, MT stabilizer cytotoxicity % 5.0 and Autophagy mod cell loss 18 h 33.8.
Screening O=c1[nH]c(=O)n(-c2cccc3ccccc23)c(O)c1/C=N/N1CCCCC1c1cccnc1 (stereo not drawn) returned human PMI inhibition 9.1%, Yfh1-depleted yeast inactive, Autophagy mod inactive, MT stabilizer 1.9, Dynein cargo inh 0.018, human PMI inhibitors 12.1%, WT yeast gro inh -0.3, bCat nuc transl 1.4, Insulin prom up 0.16, WT yeast gro inh mutant strain 3.6, Dynein cargo inh cytoplasmic EGFP -0.207, Dynein cargo inh nuclear GR-EGFP 0.457, Dynein cargo inh cell count 1.73, Insulin prom up cell count 1440, bCat nuc transl cell count 5 µM 1112, MT stabilizer Hoechst-high % 3.7, MT stabilizer cytotoxicity % 6.2 and Autophagy mod cell loss 18 h -6.6.
`CC(C)CCn1c(=O)c(C(=O)NCc2ccco2)c(O)c2ccccc21` gave Yfh1-depleted yeast inactive, Dynein cargo inh -0.46, bCat nuc transl 0.4, Insulin prom up -0.19, Dynein cargo inh cytoplasmic EGFP -0.227, Dynein cargo inh nuclear GR-EGFP -0.281, Dynein cargo inh cell count 1.26, Insulin prom up cell count 1071 and bCat nuc transl cell count 5 µM 1317.

Bioassay records as filed in PubChem BioAssay.
